Mito fusion act: mitochondrial division inhibition or fusion activation; S. cerevisiae fusion-defective mutant growth rescue, CellTiterGlo 48 h; Potency, µM (top dose mostly 46.1 µM), for the others: at the highest dose growth rescue (activation), hits mostly activators; hit rate 0.23% among 320,000; AID 485298;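 further: potency means the concentration at half of the fitted maximal effect; % of control where 0% means no effect; nearly all actives have a fitted effect of over 45% in size; temperature-sensitive fusion mutants such as fzo1-1 at 37 °C on non-fermentable ethanol glycerol medium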
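Temperature-sensitive fusion-defective S. cerevisiae (e.g. fzo1-1, mgm1-5) were grown with compound in YPEG medium (3% ethanol, 3% glycerol) for 48 hours at 37C. Growth rescue was measured as viability by CellTiterGlo luminescence after 10 minutes at ambient.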
USP2a block: USP2a (human) protease inhibition; hit rate 0.01% among 330,000; USP2 core, Ub-CHOP2 coupled fluorogenic reporter, 485/531; Potency, µM (titrated, usually from 38.3 µM), for inactives: top-dose activity change, negative = inhibition, usual class: inhibitors; O75604;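 further: potency means the concentration at half of the fitted maximal effect; plate controls were DMSO wells for no effect and full inhibition by NEM control for full effect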
Target sequence (O75604 whole entry, looked up): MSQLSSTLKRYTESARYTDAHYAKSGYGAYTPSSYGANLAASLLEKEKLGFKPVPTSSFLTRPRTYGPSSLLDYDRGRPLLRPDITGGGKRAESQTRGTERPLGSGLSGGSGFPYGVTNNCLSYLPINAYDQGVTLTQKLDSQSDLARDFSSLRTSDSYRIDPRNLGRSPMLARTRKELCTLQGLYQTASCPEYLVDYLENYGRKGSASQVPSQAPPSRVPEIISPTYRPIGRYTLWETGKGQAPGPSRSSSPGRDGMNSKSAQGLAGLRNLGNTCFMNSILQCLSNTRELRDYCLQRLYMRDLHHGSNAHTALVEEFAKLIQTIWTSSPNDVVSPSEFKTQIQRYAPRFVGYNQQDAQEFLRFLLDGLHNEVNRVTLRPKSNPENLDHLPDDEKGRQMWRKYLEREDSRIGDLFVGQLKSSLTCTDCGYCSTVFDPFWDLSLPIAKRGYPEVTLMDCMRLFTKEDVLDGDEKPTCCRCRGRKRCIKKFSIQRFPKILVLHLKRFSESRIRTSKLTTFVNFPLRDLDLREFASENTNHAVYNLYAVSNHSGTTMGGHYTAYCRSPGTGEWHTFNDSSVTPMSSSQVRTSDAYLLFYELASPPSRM
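Cell-free coupled assay: 10nM USP2 core preincubated 30min RT with compound in Tris-HCl pH 8.0/CaCl2/CHAPS buffer, then 25nM Ub-CHOP2 and 25nM reporter substrate; fluorescence (Ex 485/Em 531) read after 60min RT, normalized to NEM inhibition, concentration-response curves fitted.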
Chronic BCR inh: chronic active BCR signaling inhibition; ABC-DLBCL IkBa-CBG/CBR reporter, luminescence ratio, 4 h; Potency, µM (doses to about 46.1 µM), without a hit: top-dose ratio change, negative = lower green/red ratio, usual class: inhibitors; hit rate 0.05% among 340,000; AID 493014; active means well fitted inhibition curve with a large enough effect in the signal ratio, with a control signal flat, not every such curve was filed as active; inconclusive means small, poorly fitted or top-dose-only effect, or effect the other way, or a change in a side signal; the % refers to the signal ratio;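 further: potency means the concentration at half of the fitted maximal effect; plate controls were basal doxycycline-induced cells for no effect and cells given 10 µM MG132 for full effect; MG132 reads +100%, hits lower the ratio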
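Compounds up to 46 uM were incubated four hours with TMD8 cells whose green CBG68 luciferase is fused to IkappaBalpha; red CBR luminescence normalised the signal, and concentration-effect curves were fitted to fusion, red and ratio data.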
PTAP TSG101 blk: blocks PTAP/TSG101 interaction to inhibit HIV-1 budding. Q99816. Fluorescence polarization, FITC-PTAP peptide / Tsg101 binding. Potency, µM (doses to about 115 µM), inactives show at the top dose activity change, negative = inhibition, most hits filed as inhibitors. 340,000 tested, under 10 active; active means well fitted inhibition curve with a large enough effect in the main read-out, with a control signal flat, not every such curve was filed as active; inconclusive means small, poorly fitted or top-dose-only effect, or effect the other way, or a change in a side signal; inactive means no such curve, though single readings can be large or run the other way; further: potency means the concentration at half of the fitted maximal effect; % of control where 0% means no effect
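Tsg101 binding domain (10 uM final) was mixed with compound and a FITC-labeled PTAP peptide (50 nM final) in HEPES pH 7.5 buffer with NaCl, Tween 20, EDTA and TCEP; fluorescence polarization was read after 20 min at r.t.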
uPA surface inh: blocks generation of uPA at the cell surface; cell surface uPA generation assay, qHTS; Potency, µM (doses to about 38.3 µM), for the others: at the highest dose activity change, negative = inhibition, usual class: inhibitors; hit rate 0.31% among 330,000; active means well fitted inhibition curve with a large enough effect; inconclusive means small, poorly fitted or top-dose-only effect; inactive means no such curve, though single readings can be large or run the other way; tested in mouse RAW 264.7 cells; further: potency means the concentration at half of the fitted maximal effect; on the % scale 0 is the no-effect control and ±100 the full control effect; nearly all actives have a fitted effect of over 55% in size
ELG1 DNA repair: inhibitors of ELG1-dependent DNA repair in HEK293T cells; HEK293T ELG1-luciferase reporter, luminescence, 16 h; DNA damage induced by 5-fluorouridine; Potency, µM (series often up to 46.1 µM), for inactives: top-dose activity change, negative = inhibition, actives largely listed as inhibitors; hit rate 2.3% among 330,000; AID 504467; further: potency means the concentration at half of the fitted maximal effect; on the % scale 0 is the no-effect control and ±100 the full control effect; nearly all actives have a fitted effect of over 55% in size
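Reporter activity after DNA damage by 5-fluorouridine is monitored. Compound-treated cells incubate 16 hr at 37 °C, then ONE-Glo is added for 30 min before luminescence reading.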
TCR act: T cell receptor activation. AID 504894. primary human leukocytes, anti-CD3, IL-2 HTRF, 48 h. 330,000 tested, under 10 active. Potency, µM (doses to about 9.22 µM), inactives show at the highest dose activation of IL-2 secretion, hits mostly activators; further: % of control where 0% means no effect
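Primary human leukocytes receive a-CD3 beads and test compound and are incubated 48 hr. Secreted IL-2 is then assayed by HTRF, measuring 665nm acceptor emission after 320nm excitation of the europium donor.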
Eya2 phos inh: Eya2 (human) phosphatase inhibition; Potency, µM (doses to about 76.9 µM), for inactives: top-dose activity, negative = inhibition, hits mostly inhibitors; O00167; AID 488837; recombinant Eya2, OMFP fluorescence dephosphorylation (OMFP is methylfluorescein phosphate); hit rate 0.006% among 330,000; further: potency means the concentration at half of the fitted maximal effect; on the % scale 0 is the no-effect control and ±100 the full control effect
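Eya2 (0.2 uM) preincubated 10 min at ambient with compound, then OMFP substrate added at 50 uM; 10 min reaction in 50 mM HEPES pH 7.5, 50 mM NaCl, 5 uM MgCl2, 0.05% BSA, 1 mM DTT. Fluorescence read at Ex 485/Em 525 nm.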
B2AR arrestin: recruits beta-arrestin to the human beta2-adrenergic receptor. P07550. beta-arrestin recruitment to beta2AR, cell-based reporter. Potency, µM (highest dose often 46.1 µM), inactives show at the top dose activation, usual class: activators. hit rate 0.02% among 330,000. AID 492947;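 further: potency means the concentration at half of the fitted maximal effect; 0% = DMSO controls and full agonism = EC100 isoproterenol or metaproterenol; nearly all actives have a fitted effect of over 65% in size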
TSHR antagonist: antagonists of human thyroid stimulating hormone receptor | P16473 | hit rate 0.2% among 330,000 | TSHR-expressing cells, TSH-stimulated cAMP HTRF, 2 h; active compounds read low | activity change, negative = inhibition, % at 11.5 µM;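 active means activity change below a set negative limit, meaning inhibition stronger than a set level, cut at about -70% in these data; inconclusive means activity change between two set negative limits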; further: on the % scale 0 is the no-effect control and ±100 the full control effect
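Antagonism was scored as loss of TSH-driven cAMP in TSHR cells, stimulated with 4nM TSH (EC80) for 2 hours at 37 deg C and detected by homogeneous HTRF competition immunoassay.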
Tb PFK inh: blocks T. brucei phosphofructokinase; O15648; T. brucei PFK, ADP-Glo luminescence; Potency, µM (series often up to 57.5 µM), for the others: at the top dose activity, negative = inhibition, most hits filed as inhibitors; hit rate 0.17% among 330,000; AID 485367;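 further: potency means the concentration at half of the fitted maximal effect; 0% = uninhibited 1x PFK enzyme wells and -100% = no-enzyme wells; nearly all actives have a fitted effect of over 60% in size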
Target sequence (O15648 whole entry, looked up): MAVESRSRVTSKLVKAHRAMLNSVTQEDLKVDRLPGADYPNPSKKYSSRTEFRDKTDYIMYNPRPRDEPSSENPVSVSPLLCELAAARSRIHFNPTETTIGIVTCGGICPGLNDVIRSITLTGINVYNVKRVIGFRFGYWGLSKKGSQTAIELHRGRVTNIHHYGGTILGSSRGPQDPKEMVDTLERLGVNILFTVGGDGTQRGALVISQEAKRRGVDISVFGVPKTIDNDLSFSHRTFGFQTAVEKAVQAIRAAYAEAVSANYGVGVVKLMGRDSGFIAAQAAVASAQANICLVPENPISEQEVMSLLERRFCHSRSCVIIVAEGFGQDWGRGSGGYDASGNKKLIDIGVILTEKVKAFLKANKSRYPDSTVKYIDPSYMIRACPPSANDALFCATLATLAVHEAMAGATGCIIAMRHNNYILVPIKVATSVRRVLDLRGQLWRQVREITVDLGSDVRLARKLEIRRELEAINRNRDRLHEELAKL
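1.25 nM PFK with 0.5 mM F6P and 0.1 mM ATP in 0.1 M TEA pH 8.0, 5 mM MgCl2, incubated 45 min at room temperature; ADP measured by ADP-Glo luminescence; compounds titrated up to 57 uM.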
* hit, by the source's call; ? = inconclusive; . = no result given; [ ] = another dose, or the depositor's remark. Unless noted, the call rests on the fitted dose curve; in most records, active means well fitted curve in the direction sought with a large enough effect; inconclusive means small, poorly fitted or top-dose-only effect, or another doubt; inactive means no such curve, though single readings can be large; an effect the other way counts as inactive or inconclusive.

SMILES | Mito fusion act | USP2a block | Chronic BCR inh | PTAP TSG101 blk | uPA surface inh | ELG1 DNA repair | TCR act | Eya2 phos inh | B2AR arrestin | TSHR antagonist | Tb PFK inh
Clc1ccccc1OCc1nnc(-c2ccccc2)o1 | 1% | 4% | -5% | 0% | -13% | ? | -19% | -16% | -0.3% | -6 | 4%
NCC(c1ccccc1)c1c[nH]c2ccccc12 (configuration not stated) | -4% | -5% | ? | 0% | 0% | -8% | 4% | 2% | 3.5% | -6 | 2%
CCC1(C)CC2(CCCN(CCC(O)(c3ccccc3)c3ccccc3)C2)CCO1 (configuration not stated) | 3% | -11% | 1% | -3% | -11% | -24% | 0% | -7% | 0.3% | 9 | 0%
Cc1ccc(-n2c(SCC(=O)OC(C)C)nnc2-c2ccncc2)cc1 | 1% | -2% | ? | -5% | 0% | -10% | 2%[46.1 µM] | -19% | -0.2% | -16 | 3%
CCCN(CCC)CCCNC(=O)CC1Nc2ccccc2NC1=O (configuration not stated) | -1% | 3% | -2% | -5% | 4% | 5% | -4% | 16% | 0.4% | 10 | 4%
COc1cccc(-c2ccc(NC(=O)C3CCCN(Cc4cnn(C)c4C)C3)cc2)c1 (configuration not stated) | 0% | -1% | ? | 0% | ? | 15% | -2% | -3% | 0.2% | 13 | 0%
Cc1ccc(S(=O)(=O)n2nc(OC(=O)c3cccs3)cc2N)cc1 | 0% | -2% | ? | -4% | -2% | 10% | 1% | -5% | 3.5% | 40 | 1%
COc1cc(/C=N/NC(=O)CC2(C)OCCCO2)ccc1OCc1ccccc1 | 5% | 2% | 6% | -3% | 0% | ? | -7%[46.1 µM] | 1% | 0.3% | -9 | -1%
CCOC(=O)/C(C#N)=C\c1c(OCC)n(CC)c2ccccc12 | 29% | -1% | ? | -5% | -17% | ? | -8%[46.1 µM] | 4% | -0.2% | -1 | -9%
N#CNC(=Nc1cccc(C(F)(F)F)c1)SCc1ccc(C(=O)O)cc1 | -2% | 0% | 1% | -6% | 5% | -1% | -1% | -21% | -0.3% | -1 | 2%
CC(=O)Nc1ccc(S(=O)(=O)N2CCN(C(=O)c3ncoc3-c3ccc(F)cc3)CC2)cc1 | -11% | 3% | 0% | -1% | -3% | ? | -1% | -4% | 0.4% | -5 | -1%
Cc1ccc(NC(=O)CCC(=O)NNC(=O)c2ccccc2[N+](=O)[O-])c(C)c1 | 12% | 2% | -7% | -2% | 4% | -4% | . | 8% | -0.3% | 21 | -4%
Cc1ccc(S(=O)(=O)Nc2cc3c(cc2N2CCOCC2)n(C)c(=O)c(=O)n3C)cc1 | -9% | -1% | -17% | -3% | 4% | -2% | 5% | -2% | 0.1% | -2 | -5%
O=C(Nc1ccccc1F)C1CCCN(S(=O)(=O)c2ccc(-n3cnnn3)cc2)C1 (configuration not stated) | 9% | -1% | 3% | -3% | 1% | 8% | 3% | 3% | 0.2% | -29 | 0%
O=C(OCC(=O)N1CCC(Cc2ccccc2)CC1)c1cc(Cl)ccc1O | 3% | 0% | -13% | 1% | 4% | 3% | . | -2% | 0.9% | -10 | 4%
CCOC(=O)c1cc2c(=O)[nH]ccc2nc1C | 5% | -1% | 0% | -4% | -13% | 13% | -1% | -16% | 0.1% | 10 | 0%
COc1ccc([C@H]2Cc3cccc(O)c3C(=O)O2)cc1O | 10% | -1% | -19% | -2% | -6% | 19% | -1% | 6% | 0.4% | -23 | 0%
CCOC(=O)CSC1=N/C(=C/c2ccc(-n3cncn3)cc2)C(=O)N1C(C)=O | 0% | 1% | ? | 0% | 1% | 11% | -119% | -5% | 0.0% | -17 | -15%
O=C(Nc1ccccc1)c1cccc(C(=O)Nc2ccccc2)n1 | 0% | -1% | ? | 0% | 2% | 14% | -2% | -8% | 0.5% | 6 | -1%
CCCCOc1ccc(C(O)(CC)CCN2CCOCC2)cc1 (configuration not stated) | -2% | 2% | -8% | -2% | 2% | -3% | 9%[46.1 µM] | -7% | -0.5% | -1 | 5%

Whole records as entered above. Values in the order: Mito fusion act | USP2a block | Chronic BCR inh | PTAP TSG101 blk | uPA surface inh | ELG1 DNA repair | TCR act | Eya2 phos inh | B2AR arrestin | TSHR antagonist | Tb PFK inh
O=C(Nc1ccccc1)c1cccc(C(=O)Nc2ccccc2)n1 reads 0% | -1% | ? | 0% | 2% | 14% | -2% | -8% | 0.5% | 6 | -1%
Cc1ccc(-n2c(SCC(=O)OC(C)C)nnc2-c2ccncc2)cc1 reads 1% | -2% | ? | -5% | 0% | -10% | 2%[46.1 µM] | -19% | -0.2% | -16 | 3%
CCCN(CCC)CCCNC(=O)CC1Nc2ccccc2NC1=O (configuration not stated) reads -1% | 3% | -2% | -5% | 4% | 5% | -4% | 16% | 0.4% | 10 | 4%

(list continues)
SMILES | Mito fusion act | USP2a block | Chronic BCR inh | PTAP TSG101 blk | uPA surface inh | ELG1 DNA repair | TCR act | Eya2 phos inh | B2AR arrestin | TSHR antagonist | Tb PFK inh
CCOc1cc(Br)c(C(=O)O)cc1OCC | -1% | 2% | 0% | -2% | . | 19% | -31% | -31% | -0.2% | 3 | 11%
COC(=O)COc1ccc2oc(=O)cc(C)c2c1 | 3% | -1% | 8% | -5% | 0% | 5% | -3% | 1% | 0.1% | 6 | -7%
COc1ccc(C)cc1C1=Nc2ccccc2C1(C)C | 10% | 2% | -1% | -1% | 4% | -1% | -2%[46.1 µM] | 1% | -0.2% | 7 | -4%
CC(C)CNC(=O)N[C@@H](CC(C)C)C(=O)O | -3% | 1% | 0% | -4% | -1% | 1% | 4% | ? | 4.5% | 1 | -1%
CCc1c(C(=O)N/N=C/c2cn[nH]c2-c2ccc(F)cc2)csc1C | . | -1% | 2% | -1% | 2% | ? | 0%[46.1 µM] | -6% | -0.6% | -2 | 1%
CC1CCc2c(C(=O)Nc3ccc(OC(F)(F)F)cc3)csc2C1 (configuration not stated) | 0% | 1% | ? | -3% | 0% | 4% | -4%[46.1 µM] | -5% | -0.1% | -6 | 1%
CS(=O)(=O)c1sc(C(=O)NC(=O)Nc2cccc(C(F)(F)F)c2)c2c1C=CCC2 | 0% | -15% | 1% | -3% | 16% | -4% | 2% | -26% | -0.5% | 4 | 1%
CCOC(=O)N1CCN(c2ccccc2OC)CC1 | -2% | -1% | 5% | 0% | 2% | 21% | -4% | 1% | 0.0% | 1 | 3%
Cn1c(Cn2c(=O)sc3ccccc32)nnc1SCC(=O)NCC1CCCO1 (configuration not stated) | 0% | -2% | 4% | -2% | 7% | 1% | 2%[46.1 µM] | -19% | -0.7% | -4 | 7%
Cc1ccc(NC(=O)Cn2cc(C=O)c3ccccc32)cc1C | 2% | 2% | -2% | 0% | 5% | -11% | -2% | 14% | -0.1% | -7 | -29%
Cc1cc(C)c2c(c1)c(C)cc1nnc(SCC(=O)NCc3ccco3)n12 | ? | -4% | ? | -5% | . | -16% | 3% | -23% | 0.1% | 3 | ?
Oc1c(C(c2cccs2)N2CCOCC2)sc2ncnn12 (configuration not stated) | -2% | 0% | -5% | -2% | -3% | 2% | 3% | -15% | -0.5% | 0 | -2%
Cc1ccccc1-c1nc(CS(=O)(=O)CC(=O)NCCN2CCCC2)c(C)o1 | 3% | -1% | -7% | 3% | -8% | -1% | -10% | 3% | 0.3% | 10 | 5%
CC12CCC(C(=O)Nc3ccc(Cl)cc3)([C@H](Br)C1=O)C2(C)C (some centres not stated) | 24% | 0% | -14% | -4% | -4% | 1% | 2% | -13% | -0.8% | 2 | -6%
CCOC(=O)c1c(NC(=O)c2ccccc2Br)sc2c1CCc1ccccc1-2 | 5% | -7% | ? | -1% | . | -26% | 5% | 4% | -0.1% | -9 | -6%
COc1cc(C(=O)Nn2c(C)nc3ccccc3c2=O)cc(OC)c1OC | -1% | 1% | 0% | 0% | -5% | -4% | 7% | 7% | -0.6% | -5 | 6%

From PubChem
